# Myeloid diff 2 – induction of myeloid progenitor differentiation, primary screen, cell-based, flow cytometry, MLPCN library | calls only at 10 µM | ER-HoxA9 myeloid progenitors, lysozyme-GFP differentiation | 360,000 tested, 1% active;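 active = normalized GFP-positive differentiation at or above the plate's own cutoff, the solvent-only control mean plus 3 SD; inconclusive = no clear call, values can overlap the other calls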;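 also: cells exposed to compound for four days before flow analysis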
# HEK293 NOD2/NF-kB – NOD2 signaling inhibitors, cell-based, luminescence, uHTS, HEK293 (AID 1566) | HEK293 NOD2/NF-kB luciferase reporter, luminescence; higher % means a stronger effect | inhibition, % at 4 µM, or EC50 in µM where a hit was titrated | 290,000 tested, 0.63% active; also: many of its hits are not listed in these tables
# AID2073 – inhibitors of Mint1-CaV2.2 protein interaction, biochemical, HTRF (AID 2073); Voltage-dependent N-type calcium channel subunit alpha-1B (Homo sapiens); HTRF protein-protein interaction, Mint1-CaV2.2; higher % means a stronger effect; inhibition, % at 20 µM; hits with a dose series show IC50 in µM; 290,000 tested, 0.19% active; in the data active = inhibition mostly above about 51%, no sharp cut-off; inconclusive = no clear call, values can overlap the other calls; inactive = mostly below about 53%; also: some results filed as inactive read as strong as hits
# Lipid droplet – inhibitors of hepatocyte lipid droplet formation, primary screen, imaging, high-throughput imaging, BODIPY stain; inhibition, % at 6.5 µM; 240,000 tested, 0.4% active; AML12 mouse hepatocytes, oleate lipid droplets;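 active = lipid droplet intensity inhibited by at least 50%, with more than 500 cells counted; inconclusive = wells with under 300 cells, treated as cytotoxic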
#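 Material: mouse AML12 hepatocyte cell line, fixed after treatment; Timing: compound with oleate, overnight; Technique: high-content imaging of BODIPY-stained droplets and DAPI nuclei; Probe or stimulus: oleate, 100 µM final; Dosing: compound at 6.5 µM only.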
# HIV peptide binding – inhibitors of HIV fusion peptide binding, primary screen, biochemical, uHTS, fluorescence dequenching (AID 1986). inhibition, % at 20 µM, or IC50 in µM where a hit was titrated. cell-free peptide binding, fluorescence dequenching, 30 min; higher % means a stronger effect. 290,000 tested, 0.3% active; in the data active = inhibition mostly above about 52%, no sharp cut-off; inactive = mostly below about 76%; also: some results filed as inactive read as strong as hits
# XIAP displacement – XIAP antagonists, biochemical, IAP family, fluorescence polarization (AID 1018) | E3 ubiquitin-protein ligase XIAP (Homo sapiens) | 200,000 tested, 0.007% active | displacement, % at 20 µM; hits with a dose series show IC50 in µM | XIAP BIR domain, fluorescence polarization peptide displacement; higher % means a stronger effect; in the data active = displacement above about 50%; also: a part of the inactive calls stands beside numbers as strong as those of hits
# Siah-1 displacement – Siah-1 peptide-binding antagonists, primary screen, biochemical, fluorescence polarization, rhodamine-plectin, uHTS (AID 1817). 290,000 tested, 0.02% active. E3 ubiquitin-protein ligase SIAH1 (Homo sapiens). displacement, % at 20 µM, or IC50 in µM where a hit was titrated. Siah-1 / rhodamine-plectin peptide fluorescence polarization; higher % means a stronger effect;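 active = displacement of at least 50% at 20 µM, with a fluorescence ratio check between 0.3 and a set limit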;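 also: plate controls were Siah plus tracer with DMSO for no effect and tracer alone without Siah for full effect; strong numbers were not always called active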
# LYP inhibition – inhibitors of LYP phosphatase, biochemical, fluorescence intensity, uHTS (AID 1779); inhibition, % at 11.5 µM, or IC50 in µM where a hit was titrated; recombinant LYP phosphatase, fluorescence intensity; higher % means a stronger effect; 290,000 tested, 0.054% active; Tyrosine-protein phosphatase non-receptor type 22 (Homo sapiens);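 also: plate controls were vehicle with enzyme for no effect and no enzyme for full effect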
# NS5 inhibitors – Dengue-2 NS5 methyltransferase inhibitors, primary screen, biochemical, confirmation dose response (AID 588689); Genome polyprotein (Dengue virus type 2 (strain 16681-PDK53)); Dengue-2 NS5 methyltransferase capping enzyme assay, biochemical; higher % means a stronger effect; 340,000 tested, 0.3% active; one-dose inhibition, % at 25 µM; IC50 in µM for titrated hits; in the data active = a potency from the dose series; inconclusive = inhibition above about 29% without an active follow-up result
# Lipid droplet cells 6.5 µM – second read-out of Lipid droplet, no call of its own (marks repeat the call); cell count; measured here: cell count, cytotoxicity flag;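 cells counted across two imaged fields per well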
# Myeloid diff 2 GFP+ MAC1+ % – second read-out of Myeloid diff 2, no call of its own (marks repeat the call); GFP+ MAC1+ double positive, %; measured here: differentiation confirmed by MAC1 staining
# * marks the source's active call; other numbers are inactive results; i = inactive; u = inconclusive; x = not tested or not shown; + = active, no number. Rule as the data show it, unless noted: active = inhibition above about 50%; inactive = the rest. A portion of the library; count on the stated rates, not on these rows.
cpd	SMILES	Myeloid diff 2	Myeloid diff 2 GFP+ MAC1+ %	HEK293 NOD2/NF-kB	AID2073	Lipid droplet	Lipid droplet cells 6.5 µM	HIV peptide binding	XIAP displacement	Siah-1 displacement	LYP inhibition	NS5 inhibitors
1	CCOc1ccccc1NC(=O)C1CCN(S(C)(=O)=O)CC1	i	0.7	5%	1%	x	x	4.3%	x	-2%	-1%	1%
2	O=C(CSCc1ccccc1)Nc1ccccc1	i	1.0	-71%	1%	0	797	-0.8%	x	2%	-1%	2%
3	CCCCn1nnc(NC(=O)Cc2ccc(Cl)cc2)n1	i	1.2	-21%	0%	16	746	-1.1%	-4.3%	-3%	-4%	-4%
4	O=C1C2C3C=CC(C3=C3CCCCC3)C2C(=O)N1Cc1ccccc1 (configuration not stated)	i	6.1	-22%	-2%	8	762	-1.0%	-2.9%	7%	-5%	3%
5	Cc1ccc(C(=O)Nc2nnc(S(=O)(=O)N3CCCCCC3)s2)cc1	i	2.4	5%	20%	-2	743	5.6%	x	1%	-6%	-6%
6	CCCCN(Cc1ccccc1)c1ncnc2nc[nH]c12	i	2.1	-32%	-2%	6	618	2.5%	-7.1%	2%	-4%	-7%
7	O=C(Nc1cccc(F)c1)c1cccc2c1C(=O)N(C1CCCCC1)C2	i	2.3	13%	3%	20	691	0.6%	x	10%	-4%	-5%
8	CC1CCCC(NC(=O)C2CCN(S(=O)(=O)c3cnc[nH]3)CC2)C1C (configuration not stated)	i	0.5	17%	1%	-7	634	0.6%	x	2%	-8%	-4%
9	CCCCNC(=O)CC1Nc2ccccc2NC1=O (configuration not stated)	i	2.7	-6%	-1%	12	674	-0.3%	-1.7%	0%	4%	0%
10	COc1ccc(Cl)cc1N(CC(=O)NCCSCc1ccccc1)S(C)(=O)=O	i	0.6	-4%	-3%	-8	773	1.8%	x	1%	-6%	-9%
11	Cn1c(=O)n(CCCO)c(=O)c2c1nc1n2CCCN1Cc1ccccc1	i	1.1	6%	3%	-2	726	1.7%	x	0%	-12%	2%
12	O=C(c1ccc2c(c1)OCO2)N1CCN(C(=O)c2ccco2)CC1	i	0.5	4%	35%	25	810	-1.5%	-14%	0%	-3%	1%

# Later entries.
cpd	SMILES	Myeloid diff 2	Myeloid diff 2 GFP+ MAC1+ %	HEK293 NOD2/NF-kB	AID2073	Lipid droplet	Lipid droplet cells 6.5 µM	HIV peptide binding	XIAP displacement	Siah-1 displacement	LYP inhibition	NS5 inhibitors
13	CCC(=O)Nc1ccc2c(c1)nc(CCN1CCCCC1)n2C	i	1.2	-1%	14%	x	x	-0.8%	x	-4%	-3%	6%
14	COc1ccccc1C/C(N)=N/OC(=O)c1ccco1	i	0.3	-10%	4%	-1	710	1.5%	-0.9%	-2%	2%	-4%
15	Cc1nc2ccccc2c(=O)n1NC(=O)c1c(F)cccc1F	i	0.1	11%	2%	-16	838	-0.4%	x	0%	-10%	3%
16	Cc1ccc(S(=O)(=O)N2CCOCC2)cc1NC(=O)c1cc(-c2ccccn2)nc2ccccc12	i	0.6	5%	-6%	-8	711	0.9%	x	-1%	1%	5%
17	O=C(Nc1nnc(C(F)(F)F)s1)c1ccc(N2C(=O)C3C4C=CC(C4)C3C2=O)cc1 (configuration not stated)	i	2.0	20%	-1%	3	763	-0.7%	-4.6%	2%	-4%	3%
18	CCOC(=O)Cn1nnnc1C	i	0.9	8%	-12%	11	770	-0.6%	5.5%	-4%	-8%	1%
19	c1cnc(Oc2ccc(-c3nnco3)cc2)cn1	i	1.9	-21%	-5%	x	x	-1.5%	-4.6%	2%	-13%	1%
20	Cc1ccc2nc(NC(=O)CN3CCN(c4ccccn4)CC3)sc2c1	i	0.6	27%	-8%	-6	778	1.1%	x	0%	-1%	3%
21	Cc1ccc(/C=N/Nc2nc3ccccc3[nH]2)s1	i	1.0	20%	-28%	10	707	-1.2%	-4.9%	-11%	9%	-9%
22	C/C(=N\Nc1cccc(C(=O)O)c1)c1ccc(Cl)s1	i	0.1	-62%	3%	6	715	25%	-6.2%	-6%	1%	39%
23	COCCOC(=O)C(C#N)c1nc2ccccc2nc1N1CCN(Cc2ccccc2)CC1 (configuration not stated)	+	0.8*	-13%	-5%	1	755	9.8%	1.0%	2%	-8%	-11%
24	O=S(=O)(N/N=C/c1c(F)cccc1Cl)c1ccccc1	i	1.5	3%	-32%	x	x	-2.3%	-7.4%	-3%	-7%	x

# The last 2 compounds of the section before are carried over, then new ones follow:
cpd	SMILES	Myeloid diff 2	Myeloid diff 2 GFP+ MAC1+ %	HEK293 NOD2/NF-kB	AID2073	Lipid droplet	Lipid droplet cells 6.5 µM	HIV peptide binding	XIAP displacement	Siah-1 displacement	LYP inhibition	NS5 inhibitors
23	COCCOC(=O)C(C#N)c1nc2ccccc2nc1N1CCN(Cc2ccccc2)CC1 (configuration not stated)	+	0.8*	-13%	-5%	1	755	9.8%	1.0%	2%	-8%	-11%
24	O=S(=O)(N/N=C/c1c(F)cccc1Cl)c1ccccc1	i	1.5	3%	-32%	x	x	-2.3%	-7.4%	-3%	-7%	x
25	COc1cc(-c2nc(CN3CCN(CC(C)C)C(=O)[C@@H]3C)c(C)o2)ccc1F	i	0.3	12%	-16%	-4	690	-0.5%	-4.3%	-2%	-2%	9%
26	COC(=O)[C@H](CC(C)C)NC(=O)CCc1nnc(COc2ccccc2)o1	i	0.1	-9%	2%	-2	708	-0.5%	-4.3%	-4%	1%	-3%
27	O=C(CCCN1C(=O)/C(=C\c2ccco2)SC1=S)Nc1ccc(O)cc1C(=O)O	u	x	9%	12%	0	746	72%	x	60%	-2%	40%
28	COc1ccc([N+](=O)[O-])cc1N(CC(=O)N1CCOCC1)S(C)(=O)=O	i	0.4	0%	-4%	-7	665	-2.2%	-10%	0%	-7%	0%
29	O=C(c1ccccc1)C1CCN(C(=O)C2CCC(=O)N(Cc3cccc(F)c3)C2)CC1 (configuration not stated)	i	2.8	-1%	4%	14	689	-1.5%	x	2%	-3%	-4%
30	COc1ccc(CN(C(=O)c2cccs2)c2nccs2)cc1OC	i	1.4	-1%	-1%	-4	609	0.4%	-3.8%	4%	2%	-4%
31	COC(=O)N1CC(=O)N(OC)C1c1ccc(Cl)cc1Cl (configuration not stated)	i	2.4	11%	-2%	x	x	0.2%	1.0%	6%	-1%	0%
32	CCN(CC)CCNC(=O)c1ccccc1N	i	1.2	13%	5%	-4	721	-2.3%	-2.8%	-2%	-11%	-2%
33	COc1ccc(NC(=O)C(Br)C(C)C)cc1 (configuration not stated)	i	0.6	16%	20%	0	680	1.4%	-3.8%	-3%	5%	5%
34	Cc1ccc(S(=O)(=O)/N=C(/NC(=S)Nc2cccc(C)c2)c2ccccc2)cc1	i	2.0	-14%	-16%	-13	793	-4.2%	-4.0%	-3%	-6%	-3%
35	Cc1cc(OCC(=O)O/N=C(\N)c2ccccc2)ccc1Br	i	0.1	-39%	9%	12	742	-1.2%	-4.0%	-4%	-6%	-1%
36	O=C(C1CCCN1C(=O)c1cccs1)N1CCN(Cc2ccc3c(c2)OCO3)CC1 (configuration not stated)	i	0.1	4%	7%	-15	680	1.4%	-2.9%	6%	-2%	-1%

# Following part
cpd	SMILES	Myeloid diff 2	Myeloid diff 2 GFP+ MAC1+ %	HEK293 NOD2/NF-kB	AID2073	Lipid droplet	Lipid droplet cells 6.5 µM	HIV peptide binding	XIAP displacement	Siah-1 displacement	LYP inhibition	NS5 inhibitors
37	CSc1ccccc1NC(=O)c1ccc(Br)o1	i	0.2	-24%	20%	0	721	0.2%	-4.2%	4%	-4%	-3%
38	CC(=O)Nc1ccccc1C(=O)C(=O)Nc1cccc(C(=O)NCc2ccc(C)cc2)c1	x	x	-5%	4%	7	706	-0.9%	-9.1%	3%	4%	x
39	COc1ccccc1NC(=O)N1CCCC1C(=O)NC1CCCCC1 (configuration not stated)	i	0.6	19%	4%	-8	623	3.3%	-6.9%	-1%	-4%	-6%
40	Cc1ccsc1C(=O)c1sccc1C	i	0.6	0%	4%	4	715	1.7%	-1.9%	12%	-2%	-3%
41	CN(C(=O)COc1ccc(Cl)cc1)c1nnc(C23CC4CC(CC(C4)C2)C3)s1	x	x	14%	10%	-1	714	0.9%	-6.1%	15%	-6%	x
42	COc1ccc(-c2cc(C(=O)NCCN3CCOCC3)no2)cc1OC	i	1.3	4%	8%	-3	837	0.6%	x	6%	2%	-3%
43	Cc1ccc2c(CC(=O)NCc3ccco3)coc2c1C	+	1.9*	-13%	-8%	33	682	0.9%	-0.9%	0%	-3%	1%
44	O=C(NCc1ccc(F)cc1)c1cnccn1	i	0.8	-17%	3%	0	854	-0.1%	x	-3%	-15%	-10%
45	COc1cc(OC)c(OC)cc1CNCc1ccc2c(c1)OCO2	i	0.3	4%	-4%	-9	795	0.7%	x	-1%	-14%	x
46	C#CCOCCOCCOCCNc1nc(N2CCOCC2)nc(N2CCN(C(=O)[C@H]([C@@H](C)CC)n3cc(CCCCN)nn3)CC2)n1	+	3.3*	-3%	-3%	-14	730	-0.1%	-8.3%	17%	-2%	0%

# Among those listed so far, 7 contain fluorine.
cpd	SMILES	Myeloid diff 2	Myeloid diff 2 GFP+ MAC1+ %	HEK293 NOD2/NF-kB	AID2073	Lipid droplet	Lipid droplet cells 6.5 µM	HIV peptide binding	XIAP displacement	Siah-1 displacement	LYP inhibition	NS5 inhibitors
7	O=C(Nc1cccc(F)c1)c1cccc2c1C(=O)N(C1CCCCC1)C2	i	2.3	13%	3%	20	691	0.6%	x	10%	-4%	-5%
15	Cc1nc2ccccc2c(=O)n1NC(=O)c1c(F)cccc1F	i	0.1	11%	2%	-16	838	-0.4%	x	0%	-10%	3%
17	O=C(Nc1nnc(C(F)(F)F)s1)c1ccc(N2C(=O)C3C4C=CC(C4)C3C2=O)cc1 (configuration not stated)	i	2.0	20%	-1%	3	763	-0.7%	-4.6%	2%	-4%	3%
24	O=S(=O)(N/N=C/c1c(F)cccc1Cl)c1ccccc1	i	1.5	3%	-32%	x	x	-2.3%	-7.4%	-3%	-7%	x
25	COc1cc(-c2nc(CN3CCN(CC(C)C)C(=O)[C@@H]3C)c(C)o2)ccc1F	i	0.3	12%	-16%	-4	690	-0.5%	-4.3%	-2%	-2%	9%
29	O=C(c1ccccc1)C1CCN(C(=O)C2CCC(=O)N(Cc3cccc(F)c3)C2)CC1 (configuration not stated)	i	2.8	-1%	4%	14	689	-1.5%	x	2%	-3%	-4%
44	O=C(NCc1ccc(F)cc1)c1cnccn1	i	0.8	-17%	3%	0	854	-0.1%	x	-3%	-15%	-10%

# High-throughput results as filed in PubChem BioAssay.
